Screening results (PubChem BioAssay)
OX1R antag-1 = OX1R (human) antagonism; O43613; OX1R-expressing cells, FRET antagonist read-out; inhibition, % at 6.6 µM; 1.8% of 330,000 active; AID 485270; in the data active = inhibition mostly above about 38%, no sharp cut-off; inactive = mostly below about 40%;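 note: 0% = agonist challenge alone and 100% = reference antagonist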
Target sequence (O43613 whole entry, looked up): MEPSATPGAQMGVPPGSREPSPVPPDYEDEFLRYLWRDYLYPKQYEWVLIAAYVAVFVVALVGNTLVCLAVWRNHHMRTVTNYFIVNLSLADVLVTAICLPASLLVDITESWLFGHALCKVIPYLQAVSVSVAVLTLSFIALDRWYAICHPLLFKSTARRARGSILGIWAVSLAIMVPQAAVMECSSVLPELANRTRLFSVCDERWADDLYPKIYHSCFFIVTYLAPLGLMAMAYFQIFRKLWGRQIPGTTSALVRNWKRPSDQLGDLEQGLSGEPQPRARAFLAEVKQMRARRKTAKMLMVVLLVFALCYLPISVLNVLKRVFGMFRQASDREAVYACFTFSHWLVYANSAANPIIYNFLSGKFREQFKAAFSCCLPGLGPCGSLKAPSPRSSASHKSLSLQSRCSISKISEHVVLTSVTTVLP
OX1R antag-2 = antagonists of human orexin 1 receptor. inhibition, % at 5 µM. 0.43% of 330,000 active. CHO/OX1R cells, Fluo-8 calcium fluorescence, orexin A. AID 434989;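 active = inhibition above its plate's threshold, mean inhibition of all tested compounds on the plate plus 3 SD, cut at about 37% in these data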;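 note: 0% = orexin A challenge wells and 100% = SB-334867-A antagonist wells; not every result past the cut was called active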
An asterisk follows results filed as active.

Screening N#C/C(=C/c1ccc(N2CCCCC2)o1)C(=O)NCCc1c[nH]c2ccccc12 returned OX1R antag-1 46 and OX1R antag-2 62*.
CCn1c(/C=N/n2cnnc2)nc2ccccc21 was read as OX1R antag-1 10 and OX1R antag-2 -1.
Screening O=CC(=O)c1ccccc1 returned OX1R antag-1 8 and OX1R antag-2 3.
`COc1ccc(/C=C2/NC(=O)N(Cc3ccccc3F)C2=O)cc1OC` gave OX1R antag-1 24 and OX1R antag-2 -10.
For CCOc1ccc(C(=S)N2CCN(C)CC2)cc1 the results were OX1R antag-1 4 and OX1R antag-2 1.
NC(=O)C1CCN(C(=O)c2ccc(Oc3ccccc3)cc2)CC1 was read as OX1R antag-1 -1 and OX1R antag-2 3.
Screening COc1ccc(OCC(=O)N2CCN(c3cccc(C(F)(F)F)c3)CC2)cc1 returned OX1R antag-1 34 and OX1R antag-2 -18.
O=C(CC(=O)N/N=C\c1cccc(Cl)c1Cl)NCc1ccccc1 was read as OX1R antag-1 30 and OX1R antag-2 -4.
O=C(CSc1ccc2ccccc2c1)Nc1nc2ccccc2[nH]1 was read as OX1R antag-1 24 and OX1R antag-2 -13.
Screening Cc1cccc(-n2nc3c(c2NC(=O)c2ccco2)CS(=O)C3)c1C (centres undefined) returned OX1R antag-1 6 and OX1R antag-2 -4.
`Cc1ccc(S(=O)(=O)NCC(c2ccco2)N2CCc3ccccc3C2)cc1` (centres undefined) gave OX1R antag-1 8 and OX1R antag-2 -30.
Screening Cc1ccc(CN(C(=O)c2ccccc2[N+](=O)[O-])C2CCS(=O)(=O)C2)o1 (centres undefined) returned OX1R antag-1 18 and OX1R antag-2 -21.
Screening Cc1nnc(C)c2c(C)n(-c3ccccc3N)c(C)c12 returned OX1R antag-1 37 and OX1R antag-2 -5.
`CCc1c(C(=O)N2CCOCC2)csc1C` gave OX1R antag-1 16 and OX1R antag-2 -13.
O=C(NCc1cccnc1)c1ccc(NC(=O)c2ccc(Br)cc2)cc1 was read as OX1R antag-1 19 and OX1R antag-2 -11.
FC(F)(F)c1ccc(Oc2ccc3cc(Br)ccc3c2)nc1 was read as OX1R antag-1 19 and OX1R antag-2 -16.
C/C=C/C(=O)OCc1csc(CC(=O)Nc2ccccc2C)n1 was read as OX1R antag-1 6 and OX1R antag-2 -27.
Cc1cc(C)nc(N(C#N)C(C)C(=O)N(C)C)n1 (centres undefined) was read as OX1R antag-1 12 and OX1R antag-2 -4.
Screening Cc1nn(CCc2n[nH]c(=S)n2-c2ccc(F)c(Cl)c2)c(C)c1[N+](=O)[O-] returned OX1R antag-1 7 and OX1R antag-2 -11.
For COCCNCc1ccc(Cl)cc1Cl the results were OX1R antag-1 10 and OX1R antag-2 -18.

By substructure: the compounds so far containing an NH in an aromatic ring
Screening N#C/C(=C/c1ccc(N2CCCCC2)o1)C(=O)NCCc1c[nH]c2ccccc12 returned OX1R antag-1 46 and OX1R antag-2 62*.
O=C(CSc1ccc2ccccc2c1)Nc1nc2ccccc2[nH]1 was read as OX1R antag-1 24 and OX1R antag-2 -13.
Screening Cc1nn(CCc2n[nH]c(=S)n2-c2ccc(F)c(Cl)c2)c(C)c1[N+](=O)[O-] returned OX1R antag-1 7 and OX1R antag-2 -11.

Following part.
`O=C(Nc1cc(SCCO)cc([N+](=O)[O-])c1)c1ccc(Br)o1` gave OX1R antag-1 16 and OX1R antag-2 -24.
Screening OCc1ccccc1CNCc1ccccc1 returned OX1R antag-1 22 and OX1R antag-2 5.
Screening Cc1ccc(S(C)(=O)=NS(=O)(=O)c2cccc3nsnc23)cc1 (centres undefined) returned OX1R antag-1 31 and OX1R antag-2 -16.
`CC1Cc2ccccc2N1C(=O)CSc1nccc(=O)[nH]1` (centres undefined) gave OX1R antag-1 13 and OX1R antag-2 -5.
CCCCC(=O)Nc1cccc2c1C(=O)N(c1ccccc1)C2=O was read as OX1R antag-1 15 and OX1R antag-2 -26.
Screening COCCNC(=O)c1cc(-c2ccccc2)nn1CC1CC(c2cccnc2)=NO1 (centres undefined) returned OX1R antag-1 31 and OX1R antag-2 -17.
`CC(=O)NC(CC(=O)NCCCn1ccc2ccccc21)c1ccccc1` (centres undefined) gave OX1R antag-1 12 and OX1R antag-2 -13.
Screening CSc1cccc(NC(=O)CCCOc2ccccc2)c1 returned OX1R antag-1 13 and OX1R antag-2 -9.
O=S(=O)(CCN1CCCCC1)Oc1ccc(Cl)cc1Cl was read as OX1R antag-1 21 and OX1R antag-2 -17.
CSc1ncc(Cl)c(C(=O)Nc2ccccc2C)n1 was read as OX1R antag-1 -9 and OX1R antag-2 -27.
`CC(/C=N/NC(=O)Cc1cccs1)=C\c1ccco1` gave OX1R antag-1 15 and OX1R antag-2 -13.
Screening CC(=O)c1ccc(N(C(=O)CNC(=O)c2ccco2)C(C(=O)NC2CCCC2)c2ccncc2)cc1 (centres undefined) returned OX1R antag-1 18 and OX1R antag-2 0.
For COc1ccc(NS(=O)(=O)c2ccc(/C=C/C(=O)O)cc2)cc1S(=O)(=O)N1CCOCC1 the results were OX1R antag-1 11 and OX1R antag-2 -6.
For COc1cc(OC)cc(C(=O)NCc2ccc3c(c2)cc(C)n3C)c1 the results were OX1R antag-1 8 and OX1R antag-2 -14.
For C/C=C(\C)C(=O)OC(C)(C)[C@H]1Cc2cc3ccc(=O)oc3cc2O1 the results were OX1R antag-1 5 and OX1R antag-2 -12.
Screening C=C1CCN([C@@H](CC(C)C)C(=O)N2CCCC2)S(=O)(=O)c2ccccc21 returned OX1R antag-1 37 and OX1R antag-2 -12.
For Cc1cccc(C(OC(=O)c2ccco2)C(=O)NCc2ccccc2)n1 (centres undefined) the results were OX1R antag-1 -2 and OX1R antag-2 -12.
For COc1ccc(CCNC(=O)CCCCCN2C(=O)[C@@H]3Cc4ccccc4CN3C2=O)cc1OC the results were OX1R antag-1 2 and OX1R antag-2 -17.
Cc1cc(C)cc(NC(=O)Cn2c(-c3ccccc3Cl)nc3ccccc32)c1 was read as OX1R antag-1 38 and OX1R antag-2 -26.
COCCNC(=S)N/N=C/c1ccc([N+](=O)[O-])cc1 was read as OX1R antag-1 51 and OX1R antag-2 -14.
`Cc1ccc2nc(NC(=O)C3CCN(S(=O)(=O)c4cccc5nsnc45)CC3)sc2c1` gave OX1R antag-1 24 and OX1R antag-2 -2.
COc1ccc(CN2CCN(c3ncnc4scc(-c5ccc(F)cc5)c34)CC2)cc1 was read as OX1R antag-1 12 and OX1R antag-2 -45.
`CC(C)(C)c1cc(C(=O)NN)n(Cc2ccc(Cl)cc2Cl)n1` gave OX1R antag-1 10 and OX1R antag-2 -23.
`CN(C)S(=O)(=O)c1ccc(Cl)c(C(=O)Nc2ccccc2[N+](=O)[O-])c1` gave OX1R antag-1 44 and OX1R antag-2 -27.
C/C=C/C(=O)OCC(=O)Nc1cc([N+](=O)[O-])ccc1Cl was read as OX1R antag-1 14 and OX1R antag-2 -12.
For Cc1ccccc1C(=O)Nc1nncs1 the results were OX1R antag-1 -3 and OX1R antag-2 -14.
C#CCCc1cocc1/C=[N+](\[O-])c1ccc(C(=O)OCC)cc1 was read as OX1R antag-1 1 and OX1R antag-2 -4.
COC(=O)C1=C(C)NC(C)=C(C(=O)OC)C1c1ccc(NC(C)=O)cc1 was read as OX1R antag-1 6 and OX1R antag-2 3.
`O=C(Nc1ncnc2c1ncn2C1OC(COC(=O)c2ccccc2)C(F)C1O)c1ccccc1` (centres undefined) gave OX1R antag-1 21 and OX1R antag-2 -22.
Cc1cccc(C)c1NC(=O)C1(NC(=O)Cn2cccc([N+](=O)[O-])c2=O)CCCCC1 was read as OX1R antag-1 26 and OX1R antag-2 -7.

Structural class, those above containing an aryl methoxy group
`COc1ccc(/C=C2/NC(=O)N(Cc3ccccc3F)C2=O)cc1OC` gave OX1R antag-1 24 and OX1R antag-2 -10.
Screening COc1ccc(OCC(=O)N2CCN(c3cccc(C(F)(F)F)c3)CC2)cc1 returned OX1R antag-1 34 and OX1R antag-2 -18.
For COc1ccc(NS(=O)(=O)c2ccc(/C=C/C(=O)O)cc2)cc1S(=O)(=O)N1CCOCC1 the results were OX1R antag-1 11 and OX1R antag-2 -6.
For COc1cc(OC)cc(C(=O)NCc2ccc3c(c2)cc(C)n3C)c1 the results were OX1R antag-1 8 and OX1R antag-2 -14.
For COc1ccc(CCNC(=O)CCCCCN2C(=O)[C@@H]3Cc4ccccc4CN3C2=O)cc1OC the results were OX1R antag-1 2 and OX1R antag-2 -17.
COc1ccc(CN2CCN(c3ncnc4scc(-c5ccc(F)cc5)c34)CC2)cc1 was read as OX1R antag-1 12 and OX1R antag-2 -45.

Back to the main list, repeating the two entries before the break.
`O=C(Nc1ncnc2c1ncn2C1OC(COC(=O)c2ccccc2)C(F)C1O)c1ccccc1` (centres undefined) gave OX1R antag-1 21 and OX1R antag-2 -22.
Cc1cccc(C)c1NC(=O)C1(NC(=O)Cn2cccc([N+](=O)[O-])c2=O)CCCCC1 was read as OX1R antag-1 26 and OX1R antag-2 -7.
Screening CC(Cc1ccccc1)NC(=O)CN1C(=O)c2ccccc2S1(=O)=O (centres undefined) returned OX1R antag-1 7 and OX1R antag-2 9.
`Cc1ccc(/C=N/NC(=O)c2csc(C)c2)o1` gave OX1R antag-1 14 and OX1R antag-2 -13.
`NC(=O)c1cc2nc(-c3ccco3)cc(C(F)(F)F)n2n1` gave OX1R antag-1 25 and OX1R antag-2 2.
Screening O=C(CCCc1nc2ccccc2s1)N1CCN(S(=O)(=O)c2cccs2)CC1 returned OX1R antag-1 2 and OX1R antag-2 -24.
`NC(=O)C(=O)N/N=C/c1c(F)c(F)c(F)c(F)c1F` gave OX1R antag-1 8 and OX1R antag-2 -24.
Screening Cc1ccc(C(=O)NNC(=O)c2cc(C)nc3ccccc23)cc1 returned OX1R antag-1 6 and OX1R antag-2 -29.
`Cc1ccc(-c2c(C#N)c(N)nc3c2CCCC3)o1` gave OX1R antag-1 5 and OX1R antag-2 -15.
Screening CCOC(=O)c1c(C)[nH]c(C(=O)COC(=O)C2CC(=O)N(Cc3ccccc3)C2)c1C (centres undefined) returned OX1R antag-1 5 and OX1R antag-2 -7.
Screening CCN1CCN(S(=O)(=O)c2ccc(OC)cc2)CC1 returned OX1R antag-1 -6 and OX1R antag-2 -8.
COc1cccc(/C=C/C(=C2/C(=O)N(c3ccccc3)N=C2C)c2ccc(C)cc2)c1OC was read as OX1R antag-1 9 and OX1R antag-2 -4.
Screening O=C(CSc1nnc(Cc2cc(=O)[nH]c(=O)[nH]2)n1-c1ccccc1)NCC1CCCO1 (centres undefined) returned OX1R antag-1 12 and OX1R antag-2 -5.
CCCc1cc(CNC(=O)C2CCC(=O)N(Cc3ccccc3OC)C2)on1 (centres undefined) was read as OX1R antag-1 13 and OX1R antag-2 -16.
COc1ccccc1C(c1nnnn1C(C)C)N1CCN(C(=O)c2ccco2)CC1 (centres undefined) was read as OX1R antag-1 -1 and OX1R antag-2 -17.
`CN(C)CCCNC(=O)C[C@H]1C[C@H](C(=O)N2CCCCC2)[C@@]2(CCc3ccccc3)c3[nH]c4ccc(Cl)cc4c3CCN2C1=O` gave OX1R antag-1 9 and OX1R antag-2 -9.
For COc1ccc(-n2nc(C(=O)NCC(=O)N3CCN(c4ccccc4OC)CC3)c3ccccc3c2=O)c(OC)c1 the results were OX1R antag-1 18 and OX1R antag-2 -30.
Screening Nc1cccc(-c2cn3cccnc3n2)c1 returned OX1R antag-1 25 and OX1R antag-2 -7.
`COc1ccccc1-n1nnnc1SCC(=O)Nc1cc(C)on1` gave OX1R antag-1 18 and OX1R antag-2 2.
Screening COc1cccc(NC(=S)NN2C(C)CCCC2C)c1 (centres undefined) returned OX1R antag-1 20 and OX1R antag-2 -18.
COc1ccc(C(=O)NC(=S)N2CCCCC2)cc1[N+](=O)[O-] was read as OX1R antag-1 10 and OX1R antag-2 -6.
For CCc1ccc2nc(SCC(=O)Nc3ccccc3N3CCOCC3)c(C#N)cc2c1 the results were OX1R antag-1 31 and OX1R antag-2 -18.
For O=S(=O)(CCN1CCOCC1)c1ccc(Oc2ccc(S(=O)(=O)CCN3CCOCC3)cc2)cc1 the results were OX1R antag-1 2 and OX1R antag-2 -23.
`CN(c1ccc(C(=O)Nc2ccc3c(c2)OCO3)cc1)S(C)(=O)=O` gave OX1R antag-1 8 and OX1R antag-2 -11.
Cc1ccc(S(=O)(=O)N2CCC(C(=O)NCCc3ccccn3)CC2)cc1 was read as OX1R antag-1 9 and OX1R antag-2 -18.
`CN1CC(c2ccccc2Cl)C2(COc3ccccc3C2=O)C12C(=O)Nc1ccccc12` (centres undefined) gave OX1R antag-1 9 and OX1R antag-2 -35.
`N#CC1=C(SCc2ccc(C#N)cc2)N=C(N)C(c2nc(-c3ccccc3)cs2)C12CCCCC2` (centres undefined) gave OX1R antag-1 25 and OX1R antag-2 7.
Screening Cc1nc(CS(=O)(=O)c2ccccc2)cc(Sc2ccc(Cl)cc2)n1 returned OX1R antag-1 23 and OX1R antag-2 -21.
`Cc1noc(C)c1COc1ccc(CC(=O)NC2CCCCCC2)cc1` gave OX1R antag-1 15 and OX1R antag-2 -23.
For COc1ccc(C2CC(C)=C(C#N)S(=O)(=O)C2C#N)cc1 (centres undefined) the results were OX1R antag-1 8 and OX1R antag-2 -6.
`Cc1ccc(OCC(=O)NNC(=O)C2CC(=O)N(c3ccc4c(c3)OCCO4)C2)cc1` (centres undefined) gave OX1R antag-1 8 and OX1R antag-2 4.
Screening COc1ccc(C)cc1NC(=S)N1CCOCC1 returned OX1R antag-1 7 and OX1R antag-2 -13.
CC(=O)c1ccc(NC(=O)C2CCN(S(=O)(=O)c3cccnc3)CC2)cc1 was read as OX1R antag-1 6 and OX1R antag-2 -1.
For CCOC(=O)C1Cn2c(nc3c(c2=O)C(C)(CC)Cc2ccccc2-3)S1 (centres undefined) the results were OX1R antag-1 21 and OX1R antag-2 -7.
Screening Nc1ccc(C(=O)OCC(=O)NC2CCS(=O)(=O)C2)cc1[N+](=O)[O-] (centres undefined) returned OX1R antag-1 65 and OX1R antag-2 2.
For COc1ccc(S(=O)(=O)N(CC(=O)NCc2ccncc2)Cc2ccccc2)cc1 the results were OX1R antag-1 0 and OX1R antag-2 -25.
COc1cc(NC(=O)c2ccc([N+](=O)[O-])cc2)c(OC)cc1NC(=O)CC(C)C was read as OX1R antag-1 16 and OX1R antag-2 -14.
